# Source: PubChem BioAssay (National Center for Advancing Translational Sciences (NCATS))
# TrxR1 substrate = rat thioredoxin reductase 1 substrate activity; O89049; purified TrxR1 substrate turnover, NADPH consumption readout; Potency, µM (series often up to 114 µM), inactives show at the highest dose activity change, negative = substrate turnover; 390,000 compounds, 0.01% hits; note: % is set by controls: 0 for no effect and ±100 for the full control effect; nearly all actives have a fitted effect of over 50% in size
# Target sequence (O89049 whole entry, looked up): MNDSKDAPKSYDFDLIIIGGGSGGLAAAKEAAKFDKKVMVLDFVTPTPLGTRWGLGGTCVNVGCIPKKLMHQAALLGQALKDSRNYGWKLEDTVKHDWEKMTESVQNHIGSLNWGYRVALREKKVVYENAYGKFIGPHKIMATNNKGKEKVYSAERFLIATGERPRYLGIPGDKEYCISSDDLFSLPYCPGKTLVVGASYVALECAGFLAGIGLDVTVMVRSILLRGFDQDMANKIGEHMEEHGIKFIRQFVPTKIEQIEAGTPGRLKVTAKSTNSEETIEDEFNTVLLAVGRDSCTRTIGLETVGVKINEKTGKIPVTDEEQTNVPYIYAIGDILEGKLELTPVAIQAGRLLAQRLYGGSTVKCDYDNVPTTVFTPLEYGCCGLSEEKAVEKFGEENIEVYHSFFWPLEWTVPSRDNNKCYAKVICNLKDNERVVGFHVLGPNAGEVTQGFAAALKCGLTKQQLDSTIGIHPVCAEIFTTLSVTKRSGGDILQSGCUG
#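 Rat TrxR1, dispensed at 90 nM, was prereduced with 400 uM NADPH (final) for 5 min at ~22 deg C, then incubated with compound 15 min before 400 uM selenite. A first-read NADPH fluorescence drop versus no-compound background flagged substrates.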
# Vif-A3G inh = blocks the Vif interaction with human APOBEC3G; 410,000 compounds, 0.076% hits; HeLa A3G-eYFP + Vif (tagged APOBEC3G with the HIV-1 protein that degrades it), YFP fluorescence, overnight; Potency, µM (doses to about 46.1 µM), for inactives: at the top dose activity, negative = active, hits mostly inhibitors; Q9HC16;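 note: % is set by controls: 0 for no effect and ±100 for the full control effect; nearly all actives have a fitted effect of over 60% in size; hits raise eYFP signal because A3G escapes Vif-driven loss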
#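 Read-out is eYFP fluorescence (Ex 488/Em 500-530) from Vif-expressing HeLa A3G-eYFP cells; more signal means A3G escaped Vif-mediated degradation. Cells plated overnight, compound pinned in, incubated overnight at 37 deg C.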
# rTrxR1 inhibitor = blocks rat thioredoxin reductase 1. O89049. Potency, µM (doses to about 114 µM), for inactives: at the highest dose activity change, negative = inhibition, usual class: inhibitors. recombinant rTrxR1, NADPH fluorescence consumption, selenite substrate. 390,000 compounds, 1% hits. AID 588453; note: % is set by controls: 0 for no effect and ±100 for the full control effect; nearly all actives have a fitted effect of over 65% in size
#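 Rat TrxR1 (90 nM in the dispensed reagent) was pre-reduced with 400 uM NADPH for 5 min at room temperature, then incubated with compound for 15 min. After 400 uM selenite was added, NADPH fluorescence (Ex 340/Em 450 nm) was followed for 8 min.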
# 12-LOX inh = inhibitors of human 12S-lipoxygenase ALOX12; Potency, µM (highest dose often 108 µM), inactives show at the highest dose activity change, negative = inhibition, actives largely listed as inhibitors; purified 12hLO, xylenol orange hydroperoxide absorbance; AID 1671190; 580,000 compounds, 1.1% hits; P18054; note: % is set by controls: 0 for no effect and ±100 for the full control effect
#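 Purified human 12hLO at 150 nM in 25 mM Hepes, 0.01% Triton X-100, pH 7.0, preincubated 15 min at room temperature with compound. Reaction started with 40 uM arachidonic acid, 30 min at room temperature. Hydroperoxide measured by Fe-xylenol orange, 573/405 nm absorbance ratio.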
# Vif-A3F inh = blocks the Vif interaction with APOBEC3F | HeLa A3F-eYFP + Vif (tagged APOBEC3F with the HIV-1 protein that degrades it), YFP fluorescence increase | Potency, µM (series often up to 46.1 µM), for the others: at the top dose activity, negative = active | 390,000 compounds, 0.2% hits; note: % of control where 0% means no effect; nearly all actives have a fitted effect of over 65% in size
#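 HeLa cells stably expressing Vif plus C-terminally eYFP-tagged A3F were seeded, incubated overnight at 37 deg C, dosed with compound, incubated overnight again at 37 deg C. Yellow fluorescence (Ex 488/Em 500-530) reported blocked Vif-mediated A3F-eYFP degradation.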
# RGS4 inhibitor = human RGS4 inhibition. P49798. Transcreener GDP fluorescence polarization, RGS4-accelerated GTP hydrolysis. Potency, µM (highest dose often 114 µM), inactives show top-dose activity change, negative = inhibition, most hits filed as inhibitors. 390,000 compounds, 0.039% hits. AID 504845; note: % is set by controls: 0 for no effect and ±100 for the full control effect; nearly all actives have a fitted effect of over 75% in size; some results filed as inactive show a strong effect at the top dose
#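 MLSMR compounds (23 nl, pin-transferred) preincubated 10 min at room temperature with a 500nM (2x) first reagent, then RGS4 at 900nM (2x) plus Transcreener GDP mix added; fluorescence polarization (620/688 nm) read before and after 90 min at 30 °C.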
# USP1 inh = USP1/UAF1 (human) deubiquitinase inhibition. O94782. recombinant USP1/UAF1, Ub-Rhodamine cleavage fluorescence. Potency, µM (doses to about 57.1 µM), for inactives: at the highest dose activity change, negative = inhibition, actives largely listed as inhibitors. 390,000 compounds, 0.23% hits. AID 743255; note: % is set by controls: 0 for no effect and ±100 for the full control effect; nearly all actives have a fitted effect of over 60% in size; inactives centre near -12
#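 1 nM enzyme complex + cpd, 15 min RT; start with Ub-Rho 150nM final; kinetic fluorescence ex 480/em 540, 6 reads q60 s. Buffer 50mM HEPES pH 7.8, 0.5mM EDTA, 0.1 mg/ml BSA, 1mM TCEP, 0.01% Tween-20.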
# IDH1 R132H inh = human IDH1 R132H inhibition; Potency, µM (doses to about 76.6 µM), for the others: at the top dose activity change, negative = inhibition, most hits filed as inhibitors; O75874; AID 602179; IDH1-R132H enzyme, NADPH consumption, diaphorase/resazurin fluorescence; 390,000 compounds, 0.093% hits; note: % is set by controls: 0 for no effect and ±100 for the full control effect; nearly all actives have a fitted effect of over 65% in size
# Target sequence (O75874 whole entry R132H, stated change not applied): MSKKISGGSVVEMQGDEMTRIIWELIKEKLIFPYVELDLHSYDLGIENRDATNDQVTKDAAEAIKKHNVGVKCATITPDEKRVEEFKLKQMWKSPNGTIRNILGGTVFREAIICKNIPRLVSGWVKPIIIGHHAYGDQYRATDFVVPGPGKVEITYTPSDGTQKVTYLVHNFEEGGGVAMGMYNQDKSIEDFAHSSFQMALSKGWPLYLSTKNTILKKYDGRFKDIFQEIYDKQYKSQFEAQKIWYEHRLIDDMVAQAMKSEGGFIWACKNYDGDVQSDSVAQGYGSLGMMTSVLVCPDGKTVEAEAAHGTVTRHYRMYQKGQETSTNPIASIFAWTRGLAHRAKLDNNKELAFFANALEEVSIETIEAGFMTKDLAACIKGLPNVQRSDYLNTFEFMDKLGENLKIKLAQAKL
#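 IDH1-R132H (0.5 ug/mL dispensed) in pH 7.5 Tris buffer was preincubated 30 min with compound, then given a substrate mix of 0.016 mM NADPH and 2 mM alpha-KG for 80 min at room temperature; remaining NADPH was read by diaphorase/resazurin fluorescence.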
# RXFP1 ag = activates the human relaxin receptor RXFP1 | Q9HBX9 | AID 2676 | HEK293T-RXFP1 cAMP TR-FRET, 30 min; response scale: percent of porcine relaxin response, buffer zero | Potency, µM (titrated, usually from 57.5 µM), without a hit: at the highest dose activation, hits mostly activators | 370,000 compounds, 0.3% hits; note: % is set by controls: 0 for no effect and ±100 for the full control effect; nearly all actives have a fitted effect of over 60% in size; many of its hits are not listed in these tables
#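 HEK293 cells stably expressing RXFP1, treated 30 min at 37C with compounds plus PDE4 inhibitor Ro 20174; cAMP measured by HTRF TR-FRET. Normalized to buffer and 29 nM porcine relaxin; EC50 by Hill fit.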
# Numbers without * were called inactive; i = inactive; ? = inconclusive; nt = no result given; & = joins results of further samples; [ ] = dose if it differs, or a comment. Calls come from the whole dose curve; as a rule, active = well fitted curve in the direction sought with a large enough effect; inconclusive = small, poorly fitted or top-dose-only effect, or another doubt; inactive = no such curve, though single readings can be large; an effect the other way counts as inactive or inconclusive. Potency is the fitted concentration of half-maximal effect. Not all compounds are listed; rates above refer to the full screens.
SMILES,TrxR1 substrate,Vif-A3G inh,rTrxR1 inhibitor,12-LOX inh,Vif-A3F inh,RGS4 inhibitor,USP1 inh,IDH1 R132H inh,RXFP1 ag
CC(C(=O)Nc1cccc([N+](=O)[O-])c1)N(c1ccccc1)S(C)(=O)=O (stereo not drawn),3%,-5%,10%,1%,0%,24%,-9%,-2%,-0.8%
O=C(/C=C/c1cccs1)N1CCC2(CC1)Oc1ccc(Cl)cc1C(=O)C21CC(c2cccnc2)=NO1 (stereo not drawn),4%,-27%,23%,2%,0%,-15%,-25%,8%,0.0%
Cc1ccc(NS(=O)(=O)c2cccc3cccnc23)cc1Cl,-10%,-5%,-9%,-1%,0%,-29%,-21%,-9%,2.2%
CC(C)c1c(C(=O)N/N=C/c2ccco2)nnn1-c1nonc1N,4%,-1%,16%,0%,2%,1%,-18%,0%,3.6%
COc1ccc(CC2(CO)CCN(C(C)Cc3ccc(Cl)cc3)CC2)cc1 (stereo not drawn),0%,3%,11%,?,-27%,16%,-7%,-3%,0.0%
Cc1cc(Br)ccc1NC(=O)CNC(=O)c1cnn(C)c1,1%,0%,0%,i,-1%,-7%,-27%,-6%,-0.7%
COc1ccccc1NC(=S)NC1CCCCCC1,4%[57.1 µM],-1%,-5%[57.1 µM],?,-9%,9%,-16%,22%,6.4%
Cc1nc(SCC(=O)Nc2ccc3c(c2)OCCO3)c2oc3ccccc3c2n1,1%,-13%,30%,12%,1%,-40%,-4%,-6%,1.4%
Cn1c(=O)nc2n(Cc3ccccc3)c3ccccc3cc-2c1=O,45%[activator][57.1 µM],0%,38%,?,-6%,-16%,-22%,1%,-0.9%
Cc1ccc(-c2nc3ccccc3o2)cc1NC(=S)NC(=O)c1cc2ccccc2o1,-11%,-2%,-13%,8%,-18%,0%,-16%,0%,0.7%
O=C(CCCCCNC(=O)c1ccccc1)N/N=C/c1ccccc1O,7%,-9%,4%,9%,0%,-8%,-13%,4%,-0.2%
O=C(COC(=O)/C=C/c1ccc(Cl)cc1Cl)Nc1ccc2c(c1)OCCO2,4%[57.1 µM],-1%,13%[57.1 µM],0%,-9%,10%,-4%,-12%,3.2%
CN(Cc1cnccn1)C(=O)CC1C(=O)NCCN1CC(c1ccccc1)c1ccccc1 (stereo not drawn),-2%,5%,-29%,-1%,15%,-1%,-10%,-2%,1.7%
O=S(=O)(O)c1cccc(N=Nc2c(O)ccc3ccccc23)c1,-11%,2%,-12%,?,8%,-6%,?,5%,-1.1%
O=C(CN1C(=O)c2ccc([N+](=O)[O-])cc2C1=O)NC1CCCCCC1,-6%,-1%,-3%,-2%,-10%,-5%,-10%,6%,0.6%
CC(C)(C)OC(=O)N(CCc1ccccc1)Cc1cccc(OCc2cccc(NC(=O)C3CCC3)c2)c1,4%,2%,29%,18%,-4%,-2%,-29%,1%[38.3 µM],nt
O=C(NCCc1ccc(F)cc1)c1ccc([N+](=O)[O-])cc1,2%[57.1 µM],-4%,-3%[57.1 µM],10%,-3%,0%,-18%,3%,3.3%
Cc1cc(C)c(S(C)(=O)=O)c(Oc2cccc(Cl)c2)n1,4%[57.1 µM],-4%,9%,0%,-10%,9%,-22%,3%,0.4%
CCOC(=O)c1cc2c(=O)n3ccccc3nc2n(CCCOC)c1=NC(=O)C(C)(C)Oc1ccc(Cl)cc1,7%[2.29 µM],0%,13%,-16%,1%,0%,-18%,-15%,?
Cc1nc(SCC(=O)NC(C)(C)C)c2c(-c3cccs3)csc2n1,3%[57.1 µM],1%,5%[57.1 µM],-6%,-25%,-1%,-6%,0%,-0.2%
COc1ccc([N+](=O)[O-])cc1NC(=O)C(C)OC(=O)C1CCC1 (stereo not drawn),-14%,1%,-13%,-10%,-12%,-11%,0%,0%,0.5%
O=C(COc1ccc2ccc(=O)oc2c1)N1CCc2ccccc21,14%,1%,2%,-4%&0%,9%,-9%,-19%,4%,4.6%
CC(C)CCNC(=O)COc1ccc(N(C)S(=O)(=O)c2ccc(F)cc2)cc1,5%[11.4 µM],2%,27%[11.4 µM],5%,10%,-11%,-9%,-3%,0.3%
COc1ccc(CC(=O)N2CCNC2=O)cc1,-5%,-1%,7%,-5%,-5%,-33%,-9%,7%,-2.3%
COc1ccccc1N1CCN(C2CCCN(C(=O)c3csc(C)n3)C2)CC1 (stereo not drawn),-14%,-1%,-20%,0%,-2%,11%,2%,-3%,-1.2%
C=CCNc1cc(F)ccc1S(=O)(=O)NCC=C,-3%,0%,22%,9%,5%,19%,-16%,5%,nt
Cc1ccc(CN(C(=O)COc2ccc(Cl)cc2Cl)C2CCS(=O)(=O)C2)o1 (stereo not drawn),-7%,nt,-14%,-1%,nt,-9%,4%,nt,0.4%
O=C1[C@H]2[C@@H](/C=C/c3ccccc3)N3C(=O)CN(CC4CC4)C(=O)[C@@]3(Cc3ccccc3)[C@H]2C(=O)N1c1ccccc1,-1%[57.1 µM],-4%,10%[57.1 µM],8%,-5%,-4%,-16%,0%,-0.4%
O=C1C2CC=CCC2C(=O)N1CNc1ccccc1 (stereo not drawn),2%,-4%,-3%,-25%,nt,17%,-22%,0%,0.5%
O=C(COC(=O)c1ccc(F)c(S(=O)(=O)N2CCOCC2)c1)NCc1ccccc1,7%[57.1 µM],1%,8%[57.1 µM],1%,8%,-8%,-19%,5%,nt
CC(=O)N/C(N)=N/c1nc(=O)c2ccccc2s1,-2%,0%,0%,?,6%,14%,0%,15%,?
COc1cc(Cl)c(C)cc1NC(=O)Cn1cnc2sc(C)c(S(=O)(=O)N3CCCCC3)c2c1=O,-2%,0%,24%[2.29 µM],-21%,1%,3%,?,4%,-1.4%
O=C(Cc1n[nH]c(=O)c2ccccc12)Nc1ccc(-c2nnc3n2CCCCC3)cc1,-7%,-1%,-6%,-22%,5%,5%,-3%,2%,0.0%
O=C(NN=Cc1ccccc1Cl)c1ccccc1,nt,2%,nt,-14%,1%,nt,-21%,5%,nt
CN(Cc1nc(-c2ccc(C(F)(F)F)cc2)no1)C1CCOCC1,4%,-6%,9%,-2%,5%,-3%,-18%,-6%,1.8%
CCCn1nnc(NC(=O)COc2ccc(CC)cc2)n1,3%,0%,18%,0%,-4%,-31%,-23%,4%,2.7%
CCOC(=O)c1c(C)oc2c1c(CN1CCN(CCO)CC1)c(O)c1ccccc12,6%[57.1 µM],-11%,1.1µM*,?,-1%,?,-24%,17%,2.4%
Cc1ccc2nc(SCC(=O)Nc3ccc(Cl)cc3)nc(=O)n2c1,6%,0%,17%,1%,-5%,-7%,-19%,3%,18%
O=C(Oc1coc(CSc2nnc(NC(=O)C3CC3)s2)cc1=O)c1ccccc1,9%[57.1 µM],-2%,?,-29%,-7%,-6%,-22%,0%,0.7%
COc1cc(/C=C/C(=O)O)cc(S(=O)(=O)Nc2ccc3c(c2)CCC3)c1OC,3%,0%,15%,-10%,1%,10%,-8%,-7%,-3.0%

# Look-ups from the results shown.
# RXFP1 ag with O=C(NCCc1ccc(F)cc1)c1ccc([N+](=O)[O-])cc1 → 3.3%
# RGS4 inhibitor with O=C1C2CC=CCC2C(=O)N1CNc1ccccc1 (stereo not drawn) → 17%
# 12-LOX inh with CC(C)(C)OC(=O)N(CCc1ccccc1)Cc1cccc(OCc2cccc(NC(=O)C3CCC3)c2)c1 → 18%

# Carrying on.
SMILES,TrxR1 substrate,Vif-A3G inh,rTrxR1 inhibitor,12-LOX inh,Vif-A3F inh,RGS4 inhibitor,USP1 inh,IDH1 R132H inh,RXFP1 ag
Cc1cccc(CN2C(=O)c3ccccc3S(=O)(=O)c3ccc(C(=O)N(C)Cc4ccccc4)cc32)c1,1%,-2%,21%,-22%,0%,-9%,-25%,0%,-1.0%
CC(C)NC(=O)CC(=O)N/N=C/c1ccc(F)cc1,4%,1%,20%,4%,-2%,-22%,-15%,-1%,2.3%
CCN(CC)CCC(c1ccc(N(C)C)cc1)c1c(OC)cc(OC)c2c1OC(=O)CC2c1ccc(N(C)C)cc1 (stereo not drawn),2%,4%,?,nt,nt,-13%,nt,nt,nt
CCc1nc2c(c(SC)nn2-c2ccccc2)c(N)c1C(=O)OC,4%,2%,9%,i,8%,18%,8%,0%,3.4%
CC(C)(C)c1ccccc1OCC(O)CN1CCN(c2ccccn2)CC1 (stereo not drawn),-6%,3%,23%[11.4 µM],?,-3%,13%,-26%,-3%,0.4%
CSc1nc2nc(-c3cccc(C(F)(F)F)c3)ccn2n1,-5%[57.1 µM],0%,23%[57.1 µM],13%,11%,-7%,-7%,-4%,12%
O=C(CCn1c(=S)[nH]c2ccccc2c1=O)N1CCCCC1,-4%,0%,-3%,-11%,0%,7%,-4%,1%,-2.0%
CC(=O)N(Cc1cc(=O)[nH]c2ccccc12)c1ccccc1C,13%[57.1 µM],-1%,20%[57.1 µM],-28%,6%,-3%,?,-5%,5.8%
